CHO-K1 Ca antag: counter-screen for M1 antagonists: effect in parental CHO-K1 cells; AID 602250; inhibition, % at 3 µM; 360,000 tested, 0.6% active; ATP-induced calcium, Fluo-8 fluorescence;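 active means inhibition above a per-plate cutoff, the plate's mean sample inhibition plus 3 SD, cut at about 24% in these data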;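 further: 0% = DMSO plus EC80 ATP and 100% = DMSO alone without ATP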
CHO-K1 Ca ag: M1 agonist counterscreen hit in parental CHO-K1 cells; Fluo-8 calcium fluorescence; scaled to maximal ATP response, vehicle zero; 360,000 tested, 0.48% active; activation, % at 3 µM; AID 602248; in the data active means activation above about 15%;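 further: untransfected CHO-K1 host cells lacking M1 receptor as counterscreen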
OXTR potentiate: human OXTR potentiation; P30559; CHO-OTR cells, Fluo-8 calcium fluorescence, potentiator mode; 0% = oxytocin EC15, 100% = EC100; activation, % at 3 µM; 320,000 tested, 0.061% active;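 active means activation above that plate's cutoff, the mean activation of tested compounds plus 3 SD, cut at about 6.6% in these data, passing the limit was not always enough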;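 further: 100% uses oxytocin at 75 nM as the full agonist control; some results filed as inactive read as strong as hits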
Target sequence (P30559 whole entry, looked up): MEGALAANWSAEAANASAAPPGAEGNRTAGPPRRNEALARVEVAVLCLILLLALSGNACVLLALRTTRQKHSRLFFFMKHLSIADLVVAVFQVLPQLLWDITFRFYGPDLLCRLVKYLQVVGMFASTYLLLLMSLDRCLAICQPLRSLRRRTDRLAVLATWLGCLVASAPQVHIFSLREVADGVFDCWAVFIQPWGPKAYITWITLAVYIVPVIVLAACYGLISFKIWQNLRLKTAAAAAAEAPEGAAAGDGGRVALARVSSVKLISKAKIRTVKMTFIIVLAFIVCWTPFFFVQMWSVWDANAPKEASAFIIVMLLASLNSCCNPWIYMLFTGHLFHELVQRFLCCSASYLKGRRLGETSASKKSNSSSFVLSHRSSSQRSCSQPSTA
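Dosing: Single dose, 3.0 µM nominal final compound concentration | Material: Human OTR in CHO cells | Technique: Kinetic Fluo-8 calcium fluorescence | Benchmarks: EC15 oxytocin alone as 0%, 75 nM oxytocin as 100% | Probe or stimulus: Oxytocin at about EC15, sub-maximal agonist stimulus | Incubation: Compound 6 min at room temperature before oxytocin, 100 s read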
CHO-K1 Ca PAM: nonselective activator or artifact in parental CHO-K1 calcium assay; 360,000 tested, 0.02% active; activation, % at 3 µM; ATP EC20, Fluo-8 calcium fluorescence; 0% at ATP EC20, 100% at ATP max; AID 602247;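 active means activation above the run cutoff, the mean activation of all test compounds plus 3 SD, cut at about 40% in these data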;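 further: peak over basal fluorescence ratio in a 140 s read after ATP addition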
M1 antag: human CHRM1 antagonism | P11229 | CHO-K1 hM1, Fluo-8 calcium fluorescence, ACh EC80 antagonist | inhibition, % at 3 µM | 360,000 tested, 1.3% active | AID 588852;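 active means percent inhibition above its own plate's cutoff, namely the mean of that plate's compound wells plus 3 SD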;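 further: peak over basal fluorescence ratio during 140 s after agonist addition; 0% = ACh EC80 plus DMSO and 100% = DMSO alone without agonist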
Target sequence (P11229 whole entry, looked up): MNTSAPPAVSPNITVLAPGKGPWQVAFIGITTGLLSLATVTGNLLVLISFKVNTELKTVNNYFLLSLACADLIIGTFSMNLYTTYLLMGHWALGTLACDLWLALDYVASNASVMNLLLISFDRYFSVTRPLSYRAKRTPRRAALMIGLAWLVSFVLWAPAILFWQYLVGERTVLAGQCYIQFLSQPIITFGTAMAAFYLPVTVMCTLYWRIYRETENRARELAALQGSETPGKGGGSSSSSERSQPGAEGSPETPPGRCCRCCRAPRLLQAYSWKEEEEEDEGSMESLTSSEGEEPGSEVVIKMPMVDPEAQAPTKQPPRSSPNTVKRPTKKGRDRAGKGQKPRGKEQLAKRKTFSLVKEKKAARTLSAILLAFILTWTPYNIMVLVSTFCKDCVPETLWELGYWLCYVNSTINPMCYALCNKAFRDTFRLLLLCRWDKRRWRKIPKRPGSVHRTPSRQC
CHO parental Ca: counter-screen: ATP calcium response change in parental CHO cells; 330,000 tested, 0.63% active; inhibition, % at 5.6 µM; parental CHO-K1, ATP-induced calcium, Fluo-8 fluorescence;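 active means inhibition above that plate's mean sample inhibition plus 3 SD, cut at about 26% in these data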;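 further: 0% = ATP-challenged DMSO wells and 100% = DMSO wells without ATP; some compounds past the cut are filed as inactive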
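Material: parental CHO cells / Compound: single nominal dose of 5.6 µM per compound / Signal: Fluo-8 fluorescence / Replicates: singlicate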
TAAR1 agonist: agonists of human TAAR1 | CHO RD-HGA16 TAAR1, Fluo-8 calcium fluorescence; vehicle wells 0%, saturating PEA agonist 100% | activation, % at 3 µM | 360,000 tested, 0.99% active | AID 624467;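 active means activation above the mean activation of all test compounds in the run plus 3 SD, cut at about 38% in these data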
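Assay system: CHO-derived RD-HGA16 cells with stable Gα16 and human TAAR1; timing: 17-24 h seeding, 75 min 37 °C dye, 30 min RT; read-out: % activation from peak over basal fluorescence ratio, DMSO-to-PEA scaled; measured by: kinetic Fluo-8 calcium fluorescence; benchmarks: low control DMSO, high control PEA (EC100); doses: 3 µM single concentration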
CHRM1 agonist: activates human CHRM1 receptor; P11229; CHO-K1 hM1, Fluo-8 calcium fluorescence, agonist mode; 0% DMSO, 100% acetylcholine EC100; activation, % at 3 µM; 360,000 tested, 0.33% active; AID 588814;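 active means activation above the run's mean compound activation plus 3 SD, cut at about 16% in these data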;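 further: peak over basal fluorescence ratio within a 140 s kinetic read after compound addition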
TAAR1 antag: human TAAR1 antagonism. Q96RJ0. CHO RD-HGA16 TAAR1, Fluo-8 calcium fluorescence, antagonist. inhibition, % at 3 µM. 360,000 tested, 1.5% active. AID 624466;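 active means inhibition above a per-plate cutoff, the mean inhibition of test compounds on that plate plus 3 SD, cut at about 49% in these data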;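 further: 0% = DMSO plus EC80 beta-PEA response and 100% = DMSO alone without agonist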
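Material: RD-HGA16 CHO cells with stable hTAAR1 and Gα16; Dosing: single nominal final test compound concentration of 3 µM; Schedule: seeding 17-24 h prior, 75-min 37 °C, 30-min RT dye loading; Detection: kinetic Fluo-8 calcium fluorescence measurement; Measure: % inhibition from peak post-agonist over basal fluorescence ratio; Benchmarks: vehicle and agonist controls.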
The depositor's hits bear a star; x = no result given.

SMILES | CHO-K1 Ca antag | CHO-K1 Ca ag | OXTR potentiate | CHO-K1 Ca PAM | M1 antag | CHO parental Ca | TAAR1 agonist | CHRM1 agonist | TAAR1 antag
Cc1nn(-c2ccccc2)c2nc(-c3cccs3)cc(C(=O)NN)c12 | -16.1 | 0.7 | 0.2 | 16.4 | -7.3 | -19.5 | 5.5 | -0.2 | -0.6
Cc1nn2cc(-c3ncc(C(F)(F)F)cc3Cl)cnc2c1Br | 0.2 | -0.2 | -0.1 | 10.3 | 7.0 | -1.3 | 12.5 | -2.9 | -6.4
CCOC(=O)N1CCC(N2CCCC(CO)(Cc3cccc(Cl)c3)C2)CC1 (configuration not stated) | -11.3 | 1.8 | -4.1 | 8.4 | 39.4* | -19.6 | 1.2 | -0.4 | 1.5
Cc1ccc(S(=O)(=O)CCC(=O)OC2CC(C)OC2=O)cc1 (configuration not stated) | -7.9 | 0.6 | -6.2 | 8.9 | -8.8 | -2.5 | 2.1 | -1.6 | -12.0
Cc1ccccc1Cc1c(C)nc2nc(SCC(=O)NCCCN3CCCC3)nn2c1C | -11.8 | 1.1 | -9.2 | 5.5 | 50.0* | -9.8 | 0.1 | -11.4 | -1.9
COC(=O)c1ccc(NC(=O)C2C3CCC(C3)C2C(=O)O)cc1 (configuration not stated) | -10.9 | 0.0 | -7.2 | 3.3 | -1.0 | -6.5 | 1.6 | -1.7 | -6.2
COc1ccccc1N1CC(C(=O)Nc2ccc(N3CCOCC3)cc2)CC1=O (configuration not stated) | -15.4 | 1.6 | 1.5 | 13.5 | -9.9 | 0.4 | 2.6 | -1.1 | -5.3
O=C(Nc1ccccc1)C1=C[C@@H](C2CCCCC2)C[C@@H](OCCCCO)O1 | -13.6 | -0.1 | -7.0 | 13.8 | -6.6 | -26.1 | 10.7 | -4.2 | -8.3
Cc1nn(C)c(C)c1C(=O)NN | -5.3 | 0.5 | -4.2 | 14.7 | 7.3 | 3.8 | 2.9 | 2.7 | 7.9
O=C(NNC(=O)c1ccc(F)cc1)C(=O)N1CCCCC1 | -10.3 | 0.0 | -4.5 | 20.4 | -8.2 | 6.2 | 0.8 | -2.0 | -16.9

Single entries from the entries so far.
Under CHRM1 agonist, `Cc1ccc(S(=O)(=O)CCC(=O)OC2CC(C)OC2=O)cc1` (configuration not stated) has the entry -1.6
Under TAAR1 agonist, `O=C(NNC(=O)c1ccc(F)cc1)C(=O)N1CCCCC1` has the entry 0.8

(continued)
SMILES | CHO-K1 Ca antag | CHO-K1 Ca ag | OXTR potentiate | CHO-K1 Ca PAM | M1 antag | CHO parental Ca | TAAR1 agonist | CHRM1 agonist | TAAR1 antag
O=C(CNc1ccc(F)cc1)N/N=C/c1c(O)ccc2ccccc12 | -10.6 | 1.4 | -5.7 | -13.8 | 0.7 | -13.6 | 13.3 | -2.7 | 10.4
CN(C)Cc1ccc(-c2nc3cccc4c3n2CCNC4=O)cc1 | -2.4 | 0.1 | -5.3 | 11.4 | -10.6 | -5.5 | 4.8 | -6.9 | -5.2
C=CCn1c(SCC(=O)N2CCc3ccccc3C2)nc2sc(CC)cc2c1=O | 4.7 | 3.7 | -13.7 | 13.5 | -1.5 | -7.7 | 10.2 | -4.9 | 10.2
O=c1c2ccccc2sc2nc(CCl)nn12 | -15.7 | 0.8 | x | 22.1 | -9.1 | x | 0.6 | -7.6 | -2.1
COc1ccc(NC(=O)C2CCCN(S(=O)(=O)c3ccccc3)C2)c(OC)c1 (configuration not stated) | -9.5 | 3.5 | -2.4 | 5.1 | 8.7 | -9.9 | -1.3 | -1.9 | -14.0
COc1cc(/C=C/C(=O)OCC(=O)N(CC(C)C)c2c(N)n(Cc3ccccc3)c(=O)[nH]c2=O)ccc1O | -9.5 | 3.9 | x | 13.4 | 5.0 | x | 25.2 | 6.2 | 49.4*
CCOC(=O)c1ccc(C(=O)OCC)c(NC(=S)Nc2ccc([N+](=O)[O-])cc2OC)c1 | 18.2 | 2.4 | 5.4 | -3.2 | -1.9 | -18.4 | 2.3 | -6.2 | -7.6
O=C(COC(=O)c1c(F)cccc1F)NCCNC(=O)COC(=O)c1c(F)cccc1F | -13.9 | 0.0 | -2.9 | 2.3 | -2.9 | -0.8 | -2.5 | -4.7 | -16.3
CCCCCCN1C=CC(=C/C=C(\C#N)C(=O)OCC)C=C1 | 43.0* | 73.0* | -15.5 | -16.1 | 60.0* | 73.8* | 113.7* | 150.1* | 59.7*
CNC(=O)C1CC(=O)N(c2ccc(F)c(Cl)c2)C1 (configuration not stated) | -5.0 | 0.3 | -8.6 | -7.0 | -9.7 | -9.3 | -1.7 | -3.0 | -9.8
O=C(COc1ccccc1)Nc1ccc(F)cc1 | -11.7 | 0.3 | -8.7 | 10.7 | -21.6 | -5.8 | -0.2 | -3.3 | 0.2
CC(C)(C)c1cc(CN2CCOCC2)c(C(=O)O)o1 | -8.5 | -0.2 | -8.2 | 2.6 | -21.5 | 1.2 | 8.7 | -6.4 | -20.2
Cc1cc(C(=O)COc2cccc([N+](=O)[O-])c2)c(C)n1C1CC1 | -16.9 | 0.0 | -7.0 | 19.2 | -14.4 | -30.8 | -1.3 | -6.3 | -12.9
CC(C)NC(=O)C1(C)CCCN1Cc1ccccc1C#N (configuration not stated) | -6.2 | 0.4 | x | -1.5 | -8.7 | x | 0.7 | -2.1 | -17.6
CC(=O)c1cccc(N(CC(=O)NC2CCCC2)C(=O)CNC(=O)c2cccs2)c1 | -10.2 | 1.4 | -4.8 | 7.6 | -10.5 | 2.5 | -0.2 | -2.1 | 4.1
CCCNC(=O)C1(C)CCN(Cc2csc3ccccc23)C1 (configuration not stated) | 10.7 | 0.3 | x | -7.6 | -25.0 | x | 1.4 | -6.5 | -13.1
CC(CCc1ccc(O)cc1)NC(c1ccccc1)c1ccc(Cl)cc1 (configuration not stated) | -3.5 | 0.3 | -12.1 | 1.2 | -15.3 | 11.7 | 5.8 | -9.5 | 21.2
O=S(=O)(c1ccc(=S)[nH]c1)N1CCOCC1 | -4.1 | -0.1 | 1.3 | 17.3 | -9.3 | -2.9 | 18.6 | -0.7 | -0.9

12 entries from above, with two lines to a compound.
The line under a structure holds: CHO-K1 Ca antag, CHO-K1 Ca ag, OXTR potentiate, CHO-K1 Ca PAM, M1 antag, CHO parental Ca, TAAR1 agonist, CHRM1 agonist, TAAR1 antag
Cc1nn2cc(-c3ncc(C(F)(F)F)cc3Cl)cnc2c1Br
→ 0.2, -0.2, -0.1, 10.3, 7.0, -1.3, 12.5, -2.9, -6.4
CCOC(=O)N1CCC(N2CCCC(CO)(Cc3cccc(Cl)c3)C2)CC1 (configuration not stated)
→ -11.3, 1.8, -4.1, 8.4, 39.4*, -19.6, 1.2, -0.4, 1.5
Cc1ccc(S(=O)(=O)CCC(=O)OC2CC(C)OC2=O)cc1 (configuration not stated)
→ -7.9, 0.6, -6.2, 8.9, -8.8, -2.5, 2.1, -1.6, -12.0
Cc1ccccc1Cc1c(C)nc2nc(SCC(=O)NCCCN3CCCC3)nn2c1C
→ -11.8, 1.1, -9.2, 5.5, 50.0*, -9.8, 0.1, -11.4, -1.9
COC(=O)c1ccc(NC(=O)C2C3CCC(C3)C2C(=O)O)cc1 (configuration not stated)
→ -10.9, 0.0, -7.2, 3.3, -1.0, -6.5, 1.6, -1.7, -6.2
COc1ccccc1N1CC(C(=O)Nc2ccc(N3CCOCC3)cc2)CC1=O (configuration not stated)
→ -15.4, 1.6, 1.5, 13.5, -9.9, 0.4, 2.6, -1.1, -5.3
O=C(Nc1ccccc1)C1=C[C@@H](C2CCCCC2)C[C@@H](OCCCCO)O1
→ -13.6, -0.1, -7.0, 13.8, -6.6, -26.1, 10.7, -4.2, -8.3
Cc1nn(C)c(C)c1C(=O)NN
→ -5.3, 0.5, -4.2, 14.7, 7.3, 3.8, 2.9, 2.7, 7.9
O=C(NNC(=O)c1ccc(F)cc1)C(=O)N1CCCCC1
→ -10.3, 0.0, -4.5, 20.4, -8.2, 6.2, 0.8, -2.0, -16.9
O=C(CNc1ccc(F)cc1)N/N=C/c1c(O)ccc2ccccc12
→ -10.6, 1.4, -5.7, -13.8, 0.7, -13.6, 13.3, -2.7, 10.4
CN(C)Cc1ccc(-c2nc3cccc4c3n2CCNC4=O)cc1
→ -2.4, 0.1, -5.3, 11.4, -10.6, -5.5, 4.8, -6.9, -5.2
C=CCn1c(SCC(=O)N2CCc3ccccc3C2)nc2sc(CC)cc2c1=O
→ 4.7, 3.7, -13.7, 13.5, -1.5, -7.7, 10.2, -4.9, 10.2
